EPAC1 antagonist: EPAC1 (human) antagonism; 360,000 tested, 0.14% active; Potency, µM (highest dose often 115 µM), for the others: at the top dose activity change, negative = inhibition, hits mostly inhibitors; AID 720709; EPAC1 GEF assay, Rap1b-BODIPY-GDP exchange fluorescence; O95398;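 also: potency is read from the fitted curve at half-maximal effect; plate controls were vehicle for no effect and positive control for full effect; nearly all actives have a fitted effect of over 50% in size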
PLK1 PBD block: blocks phosphopeptide binding to human PLK1 polo-box domain. 360,000 tested, 2.8% active. Plk1 PBD binding of FITC phosphopeptide, fluorescence polarization. Potency, µM, for inactives: max response, negative = inhibition, actives largely listed as inhibitors. P53350; also: potency is read from the fitted curve at half-maximal effect; series mostly up to about 57 µM; % is scaled to controls: 0 for no effect and ±100 for the full control effect; nearly all actives have a fitted effect of over 65% in size
Target sequence (P53350 whole entry, looked up, the tested form may be a part): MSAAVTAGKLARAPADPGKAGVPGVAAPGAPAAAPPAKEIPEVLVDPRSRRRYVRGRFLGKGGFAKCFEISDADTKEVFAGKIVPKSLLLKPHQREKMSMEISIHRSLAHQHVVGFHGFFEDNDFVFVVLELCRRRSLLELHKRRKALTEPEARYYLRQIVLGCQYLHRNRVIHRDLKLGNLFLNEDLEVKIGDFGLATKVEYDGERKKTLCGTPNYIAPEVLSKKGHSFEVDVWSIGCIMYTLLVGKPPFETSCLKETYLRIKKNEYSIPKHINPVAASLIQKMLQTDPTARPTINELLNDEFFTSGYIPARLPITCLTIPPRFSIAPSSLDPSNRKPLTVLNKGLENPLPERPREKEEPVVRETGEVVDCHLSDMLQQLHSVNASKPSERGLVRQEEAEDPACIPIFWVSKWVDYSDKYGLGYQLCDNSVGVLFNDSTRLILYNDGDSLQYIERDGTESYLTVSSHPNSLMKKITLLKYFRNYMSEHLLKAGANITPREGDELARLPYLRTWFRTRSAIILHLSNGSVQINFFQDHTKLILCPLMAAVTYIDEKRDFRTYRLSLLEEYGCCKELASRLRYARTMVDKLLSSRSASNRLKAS
Mm-Cpn inhibitor: M. maripaludis TRiC chaperonin inhibition; purified Mm-Cpn ATPase, ADP Transcreener TR-FRET; Potency, µM (top dose mostly 76.9 µM), without a hit: at the top dose activity, negative = inhibition, actives largely listed as inhibitors; 330,000 tested, 0.031% active; AID 504842; also: potency is read from the fitted curve at half-maximal effect; % is scaled to controls: 0 for no effect and ±100 for the full control effect; nearly all actives have a fitted effect of over 80% in size
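Measured: ADP formation by purified Mm-CPN. Conditions: 25 nM protein, 10 uM ATP, Tris pH 7.4 with Mg2+, K+ and DTT, 37°C for 30 min. Detection: Transcreener HTRF after 30 min at room temperature.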
WRN inhibitor: blocks human WRN helicase; 360,000 tested, 0.46% active; Q14191; WRN helicase unwinding, fluorescent forked duplex, kinetic; Potency, µM (series often up to 114 µM), without a hit: at the top dose activity change, negative = inhibition, hits mostly inhibitors; also: potency is read from the fitted curve at half-maximal effect; % is scaled to controls: 0 for no effect and ±100 for the full control effect; nearly all actives have a fitted effect of over 55% in size
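WRN at 20 nM final preincubated with compound 15 min at room temperature; reaction started with 100 nM fluorophore/quencher forked duplex oligonucleotide and 2 mM ATP final. Unwinding followed kinetically by red fluorescence (ex 525, em 598 nm).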
EPAC1 agonist: EPAC1 (human) agonism. O95398. EPAC1 agonist qHTS, biochemical assay; response scale: 100% = response to 6.5 mM cAMP. Potency, µM (titrated, usually from 154 µM), without a hit: at the highest dose activation, actives largely listed as activators. 360,000 tested, 0.073% active; also: potency is read from the fitted curve at half-maximal effect; nearly all actives have a fitted effect of over 60% in size
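EPAC1 100 nM, Rap1B–BODIPY-GDP 250 nM, unlabeled GDP 50 uM; compound titration; 5 min RT; kinetic read ex480/em540 at 5-min intervals ×30 min; data normalized to 6.5 mM cAMP agonist control.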
PI5P4K alpha inh: blocks human PI5P4K alpha kinase activity; PI5P4Kalpha enzyme, ADP-Glo luminescence, 60 min; stronger effect = lower value; P48426; 330,000 tested, 1.2% active; max response, %; active = max response of -50% or lower; inconclusive = between -30% and -50%; inactive = -30% or higher; also: value at the top dose of about 77 µM; % is scaled to controls: 0 for no effect and ±100 for the full control effect
Target sequence (P48426 whole entry, looked up): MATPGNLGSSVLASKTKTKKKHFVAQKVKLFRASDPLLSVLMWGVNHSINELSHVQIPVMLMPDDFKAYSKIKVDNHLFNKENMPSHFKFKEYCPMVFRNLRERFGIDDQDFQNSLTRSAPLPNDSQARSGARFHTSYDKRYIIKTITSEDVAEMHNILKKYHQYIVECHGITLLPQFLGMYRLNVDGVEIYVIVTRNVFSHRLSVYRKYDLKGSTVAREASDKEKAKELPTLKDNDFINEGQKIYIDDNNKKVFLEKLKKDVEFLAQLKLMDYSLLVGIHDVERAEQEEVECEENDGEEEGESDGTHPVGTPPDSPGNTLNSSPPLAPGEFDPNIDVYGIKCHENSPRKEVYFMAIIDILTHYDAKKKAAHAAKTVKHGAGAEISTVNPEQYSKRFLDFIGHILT
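Single end-point luminescence (ADP-Glo) quantified ADP from PI5P4Kalpha turnover; ATP 5 microM final, 1 h at RT, 0.1% CHAPS and 0.28 mM EGTA in HEPES pH 7.4.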
CCT modulator: cytosolic chaperonin activity modulation; purified chaperonin ATPase assay, HTRF ADP detection, 30 min; activity change, % (test concentration not listed), hits read low; 360,000 tested, 0.3% active; AID 651819; in the data active = activity change below about -30%; also: % is scaled to controls: 0 for no effect and ±100 for the full control effect
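Nucleotide hydrolysis assay: TRiC at 20–40 nM final (set by batch activity) with 10 uM ATP, 30 min at 37 °C, in presence of 76 uM compound. Detection by competitive ADP HTRF, 30 min ambient.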
EPAC2 antag: blocks human EPAC2 exchange factor | Potency, µM (highest dose often 114 µM), for the others: at the top dose activity, negative = inhibition, hits mostly inhibitors | AID 720708 | EPAC2 GEF exchange of Rap1B-BODIPY-GDP, fluorescence | Q8WZA2 | 360,000 tested, 0.18% active; also: potency is read from the fitted curve at half-maximal effect; % is scaled to controls: 0 for no effect and ±100 for the full control effect; nearly all actives have a fitted effect of over 45% in size; many of its hits are not listed in these tables
Numbers without * were called inactive; ? = inconclusive; / = not tested or not shown; [ ] = remark or other dose. Unless noted, calls follow the shape of the dose curve; as a rule, active = well fitted curve in the direction sought with a large enough effect; inconclusive = small, poorly fitted or top-dose-only effect, or another doubt; inactive = no such curve, though single readings can be large; an effect the other way counts as inactive or inconclusive. Not all compounds are listed (hit frequency here may not be typical).

SMILES	EPAC1 antagonist	PLK1 PBD block	Mm-Cpn inhibitor	WRN inhibitor	EPAC1 agonist	PI5P4K alpha inh	CCT modulator	EPAC2 antag
O=C(Nc1ccccc1)c1ccc(NCCc2ccccc2)c([N+](=O)[O-])c1	9%	85%[activator]	1%	6%	-109%[inhibitor]	7	1.5	77%[activator]
O=C1C2C3C=CC(CC3)C2C(=O)N1c1nccs1 (stereo not given)	0%	-6%	0%	40µM*	12%	-62*	-1.0	0%
CC(C)NC(=O)c1cc(-c2cccs2)on1	0%	-13%	?	3%	4%	2	-0.4	5%
CCN1C(=O)C(CC(=O)Nc2ccc(OC)cc2)N(CCCN2CCN(c3ccc(OC)cc3)CC2)C1=S (stereo not given)	-27%	37%[activator]	-1%	-16%[57.1 µM]	2%	5	-1.3	-9%
FC(F)C(F)(F)Oc1cccc(Nc2nccn3c(-c4cccc5cccnc45)cnc23)c1	-14%	7%	/	-3%	-11%	-9	-1.2	-6%
C[C@H]1C=C(C(=O)NCc2ccccc2)O[C@@H](OCc2ccc(CO)cc2)C1	9%	2%	/	1%	7%	-2	-1.4	4%
COc1ccc(Cn2nnnc2CN2CCC(O)(c3ccc(F)cc3)CC2)cc1	-3%	-10%	0%	1%	2%	7	0.8	-5%
COc1cc(S(=O)(=O)Nc2c(C)nn(C)c2C)ccc1NC(C)=O	13%	2%	-2%	-4%	-7%	1	-0.5	13%
CCCNC(=O)COC(=O)/C=C/c1ccc2c(c1)OCO2	-10%	-1%	3%	2%	3%	-2	0.4	3%
CC(=O)c1c(C)nc(-c2ccccc2)nc1NC(=O)Cc1ccccc1	-2%	-22%	0%	?	-2%	-5	0.6	-10%
COc1ccc([N+](=O)[O-])c(OC)c1C(=O)NC(=O)Nc1c(F)cc(F)cc1F	22%	3%	-12%	7%	-3%	0	0.0	3%
Cc1c(C)c2cc(Cl)c(OCC(=O)NCCCn3ccnc3)cc2oc1=O	-3%	-4%	1%	22%	0%	4	-1.3	3%
CC(=O)Nc1nnc(SCC(=O)NC2CC2)s1	-1%	0%	1%	-18%	0%	-4	-2.8	4%
CCCCn1c(N)c(N(CCC(C)C)C(=O)COC(=O)/C=C/c2ccc(F)cc2)c(=O)[nH]c1=O	-4%	-7%	-2%	-3%	3%	10	0.7	10%
O=S(=O)(NCc1ccc2c(c1)OCO2)c1ccc(F)c(F)c1	-12%	-3%	-1%	-10%	3%	5	2.7	-4%
CCCc1cc(=O)oc2c(C)c(OS(C)(=O)=O)ccc12	6%	-4%	/	3%	-3%	-1	1.0	3%
CC(C)C(=O)N1CCC1(C)C(=O)NCc1ccc(F)cc1Cl (stereo not given)	1%	-5%	/	-3%	-16%	-1	-0.3	6%
Cc1nn(C)c(C)c1NS(=O)(=O)c1ccc(OC(F)(F)F)cc1	7%	4%	-1%	2%	0%	5	-0.9	-7%
COc1ccc(Cl)cc1Cn1c(C)c(C(=O)NCc2cccc(C(F)(F)F)c2)sc1=O	-28%	-2%	/	-4%[57.1 µM]	-4%	17	-0.3	8%
Cc1ccc(CN2CC(C(=O)NCCCSc3ccccc3)CC2=O)cc1 (stereo not given)	-3%	2%	-13%	-2%	-13%	2	-1.5	2%

A few values from the results shown:
`COc1cc(S(=O)(=O)Nc2c(C)nn(C)c2C)ccc1NC(C)=O` @ PI5P4K alpha inh: 1
`O=C(Nc1ccccc1)c1ccc(NCCc2ccccc2)c([N+](=O)[O-])c1` @ PLK1 PBD block: 85%[activator]
`O=S(=O)(NCc1ccc2c(c1)OCO2)c1ccc(F)c(F)c1` @ PLK1 PBD block: -3%

The listing continues.
SMILES	EPAC1 antagonist	PLK1 PBD block	Mm-Cpn inhibitor	WRN inhibitor	EPAC1 agonist	PI5P4K alpha inh	CCT modulator	EPAC2 antag
CC(=O)NC(Cc1cccc(F)c1)C(=O)NC1CCN(C(=O)Nc2ccc(C)cc2)CC1 (stereo not given)	-9%	2%	1%	-7%	-5%	6	-2.1	-6%
Cc1ccc(-c2nnc(-c3ccccc3Br)o2)cc1	-1%	-21%	-6%	7%	8%	20	-2.7	-22%
COc1cc2c(cc1OC)CN(CC(=O)Nc1cccc(C)c1)CC2	-8%	-3%	3%	-2%	3%	-23	-1.0	6%
CC[C@@]1(C(=O)OC)N[C@H](CN(C)C(C)=O)[C@@H]2C(=O)N(Cc3ccccc3)C(=O)[C@@H]21	-8%	3%	-1%	-1%	-4%	-2	0.5	12%
CC(=O)Cn1cnc2scc(-c3ccc(C)c(C)c3)c2c1=O	?	-18%	0%	-1%	2%	2	-4.6	-4%
CCOC(=O)N(Cc1ccccc1)Cc1ccc(C(=O)N[C@@H](Cc2ccccc2)C(=O)O)cc1	-10%	-3%	/	-5%	7%	-5	-1.4	2%
C=CCn1c(SCC(=O)NCc2cccs2)nnc1C1CCCCC1	-3%	2%	2%	-10%	-5%	/	-0.2	-2%
CCn1c(=O)c2cc(C(=O)Nc3ccccc3OC)sc2c2ccccc21	-1%	-12%	2%	8%	2%	-4	-1.0	-7%
O=C1CCCC(=O)C1C(=O)C1CCN(S(=O)(=O)c2ccccc2)CC1	-4%	?	-1%	-4%	3%	-12	-0.5	10%
COc1ccc(NC(=S)N(CCN2CCOCC2)Cc2cc3cc4c(cc3[nH]c2=O)OCCO4)cc1	3%	-4%	0%	-4%	-3%	-5	-1.9	4%
COc1ccc(/C=N/NC(=O)Nc2cccc3nsnc23)c(OC)c1	8%	-1%	-2%	-14%	-9%	14	-0.2	9%
Cc1sc2ncn(CC(=O)NCCCC(=O)N(C)Cc3ccccc3)c(=O)c2c1C	-8%	27µM*	1%	7%	-9%	-9	1.2	0%
Cc1[nH]c(=O)[nH]c(=O)c1CSCC(=O)OCC(=O)c1ccc(Br)cc1	3%	-10%	1%	4%[57.1 µM]	-5%	-8	-2.0	-1%
N#Cc1cnc(Sc2ccccc2)nc1	9%	30µM*	-1%	6%	5%	-10	-3.6	14%
Cc1nn(-c2ccccc2)c2nc(N)c(C#N)c(-c3ccc(C(C)(C)C)cc3)c12	-17%	-11%	-14%	-3%	5%	-1	-5.6	-26%
COCCNC(=O)C1(C)CCCN(C(=O)c2ccccc2F)C1 (stereo not given)	3%	2%	/	2%	-12%	4	-0.6	2%
Nc1ccc2c(c1)C(=O)CCC2	8%	-4%	/	-4%	6%	2	0.8	10%
CCc1ccc(N(C(=O)c2ccco2)C(C(=O)NC2CCCC2)c2cccnc2)cc1 (stereo not given)	13%	-8%	-4%	8%	5%	-6	-0.9	-1%
O=C(c1ccco1)N1CCN(c2ncnc3scc(-c4cccs4)c23)CC1	-2%	-10%	-1%	-4%	1%	/	-2.4	-3%
CCN(CC1CCCO1)C(=O)C1CCN(C2CCN(Cc3ccccc3C)CC2)CC1 (stereo not given)	16%	-2%	-1%	-28%	3%	5	0.6	6%
CNS(=O)(=O)c1cc(N(C)S(=O)(=O)c2ccc(C)cc2)c(C)cc1C	-7%	-2%	1%	-1%	7%	2	0.5	-3%
CSc1ccc(-c2cccc3nncn23)cc1	-19%	-7%	/	0%	11%	-1	1.5	-7%
CC1(C)NC(=O)N(CCCCOc2cccc(C(F)(F)F)c2)C1=O	-4%	-6%	1%	0%	3%	/	-0.6	-1%
CC(C)(C)OC(=O)C[C@@H]1C/C=C\C[C@@H](CC(=O)N(CCO)Cc2ccccc2)C(=O)N[C@@H](c2ccccc2)COC1=O	-1%	-13%	1%	5%	1%	-1	-1.4	10%
COc1ccc(-c2cn(Cc3ccc(C(=O)c4ccccc4)cc3)nn2)cc1	-3%	-16%	2%	0%	-18%	1	-4.3	32%[activator]
CC(C)(C)NS(=O)(=O)c1cccc2nsnc12	1%	-15%	/	-13%	9%	/	-3.1	-5%
COc1cccc(NC(=O)CN(C)C(=O)CCCc2nc3ccccc3c(=O)[nH]2)c1	-14%	4%	0%	8%	-12%	-7	1.5	4%
COc1ccc(C(=O)NC(=C(Cl)Cl)S(=O)(=O)c2ccc(C)cc2)cc1	-7%	-24%	0%	-4%	4%	-1	-2.4	-13%
CC(=O)N1CCN(Cc2cc(=O)oc3cc(C)c(C)cc23)CC1	4%	-17%	/	-2%	5%	-4	0.0	9%
CC(C)(C)c1ccccc1NC(=O)Nc1nc(C(N)c2ccccc2)cs1 (stereo not given)	0%	-10%	/	-4%	15%	-10	-1.2	3%
CN(C)/C=C(\C#N)C(=O)c1cccc(Oc2ccc(Br)cc2)c1	0%	-8%	-2%	-12%	0%	13	-1.0	-3%
COc1ccc(NC(=O)c2sc3ncn(CC(=O)N4CCN(c5ccccn5)CC4)c(=O)c3c2C)cc1OC	11%	-2%	2%	-5%[57.1 µM]	-1%	-1	-2.2	5%
Cc1cc2cc(OCc3ccccc3)ccc2n1C	-19%	0%	0%	7%	-2%	8	1.5	17%
CCCC(=O)NC1CCc2cc(OC)c(OC)c(OC)c2-c2ccc(OC)c(=O)cc21 (stereo not given)	-8%	0%	/	-3%	0%	23	-0.1	-3%
CNC(=S)N1C2CCCC1CC(NC(=O)c1ccc(F)cc1)C2 (stereo not given)	-6%	-10%	2%	-7%	6%	0	1.6	-4%
Cc1ccc(NS(=O)(=O)c2cccc(C(=O)NC3CCN(Cc4ccccc4)CC3)c2)c(C)c1	-7%	0%	/	-7%	0%	2	2.7	2%
Cc1ccc(S(=O)(=O)N2CCOCC2)cc1NC(=O)COc1ncnc2ccccc12	-15%	?	1%	-14%	1%	6	-0.9	-5%
COc1cc(NC(=O)CSCc2ccc(Cl)cc2)c(C(=O)O)cc1OC	-6%	0%	-4%	2%	-4%	-5	-0.2	4%
CC(NC(=O)CN1CCOCC1)c1ccccc1 (stereo not given)	-7%	-4%	0%	6%	-8%	-1	-2.6	4%
Cc1ccc(-c2ccc(SCC(=O)Nc3cc(C)on3)nn2)cc1	?	-15%	-3%	-16%	-6%	8	-1.0	-18%
CCN(CC)c1ccc(S(=O)(=O)N(CC)CC)cc1NC(=O)C1CCCC1	2%	-3%	1%	6%	-5%	-4	-3.2	2%
COc1ccccc1NC(=O)c1sc2ncn(Cc3cccc4ccccc34)c(=O)c2c1C	5%	7%	-12%	-12%	15%	-3	-0.2	-5%
O=C(c1ccc(S(=O)(=O)N2CCCC2)cc1)N1CCN(c2cccc(Cl)c2)CC1	-10%	0%	0%	-22%	15%	-2	0.3	-2%
Cc1ccccc1OCC(=O)Nc1ccc(S(=O)(=O)N2CCCC2)cc1	-12%	0%	2%	-2%	9%	10	-1.3	-6%

Assay outcomes from PubChem BioAssay.
